GPR151 ag: activators of human GPR151. 650,000 tested, 1% active. Q8TDV0. AID 1508602. activation, % at 11.2 µM. PathHunter beta-arrestin GPR151 cells, luminescence; in the data active means activation above about 4.9%;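 further: 0% = median of compound wells and 100% = cells with positive control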
Target sequence (Q8TDV0 whole entry, looked up): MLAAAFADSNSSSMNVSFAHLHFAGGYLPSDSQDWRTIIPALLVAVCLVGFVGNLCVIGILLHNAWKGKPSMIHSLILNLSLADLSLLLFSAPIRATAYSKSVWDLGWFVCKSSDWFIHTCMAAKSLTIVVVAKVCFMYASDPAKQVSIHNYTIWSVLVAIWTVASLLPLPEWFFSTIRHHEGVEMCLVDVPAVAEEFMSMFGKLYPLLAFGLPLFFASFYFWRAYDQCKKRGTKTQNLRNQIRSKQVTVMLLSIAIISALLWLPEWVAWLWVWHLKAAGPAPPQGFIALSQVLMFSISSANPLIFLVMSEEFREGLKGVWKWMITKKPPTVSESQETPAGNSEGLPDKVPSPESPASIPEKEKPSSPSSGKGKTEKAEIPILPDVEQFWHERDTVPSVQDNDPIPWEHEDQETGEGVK
TEAD-YAP block: TEAD-YAP interaction inhibition | HEK-TIYL cells, TEAD-Gal4/YAP UAS-luciferase luminescence | inhibition, % at 9.12 µM | 640,000 tested, 1.4% active | AID 1259422; in the data active means inhibition above about 32%;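 further: 0% = median of test compound wells and 100% = reference inhibitor wells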
MITF primary: inhibitors of human MITF; O75030; AlphaScreen MITF homodimerization, bead proximity signal; inhibition, % at 2.6 µM; 650,000 tested, 0.91% active; AID 1259374; in the data active means inhibition above about 50%;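 further: 0% = vehicle wells with protein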
Target sequence (O75030 whole entry, looked up): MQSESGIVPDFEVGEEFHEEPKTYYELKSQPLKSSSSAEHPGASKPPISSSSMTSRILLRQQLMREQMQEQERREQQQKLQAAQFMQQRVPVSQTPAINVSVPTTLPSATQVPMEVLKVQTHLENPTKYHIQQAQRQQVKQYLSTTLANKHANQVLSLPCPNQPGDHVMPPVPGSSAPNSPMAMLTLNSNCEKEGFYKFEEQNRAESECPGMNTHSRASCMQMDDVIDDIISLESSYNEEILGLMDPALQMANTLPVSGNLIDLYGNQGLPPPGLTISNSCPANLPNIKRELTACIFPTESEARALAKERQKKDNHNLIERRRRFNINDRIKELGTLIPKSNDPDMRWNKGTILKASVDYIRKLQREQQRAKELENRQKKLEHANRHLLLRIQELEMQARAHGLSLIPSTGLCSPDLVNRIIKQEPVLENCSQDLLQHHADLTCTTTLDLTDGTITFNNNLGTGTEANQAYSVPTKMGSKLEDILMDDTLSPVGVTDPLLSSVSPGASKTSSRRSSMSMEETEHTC
FBW7 activator: activators of human E3 ligase FBW7; Q969H0; AlphaScreen FBW7–phospho-cyclin E peptide binding, activator screen; normalized activity (activation), % at 26.1 µM; 650,000 tested, 0.13% active; in the data active means normalized activity above about 1.9%;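 further: purified mutant Fbw7 with reduced substrate affinity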
* marks the source's active call; other numbers are inactive results.

SMILES	GPR151 ag	TEAD-YAP block	MITF primary	FBW7 activator
Cc1onc(-c2ccccc2Cl)c1C(=O)NNc1nc2ccccc2s1	2.1	8	-16	-0.1
Cn1c(SCC(=O)N2CCN(c3ccccc3)CC2)nnc1-c1ccco1	-1.9	15	21	0.4
CN(CCCNS(=O)(=O)c1cccc2cccnc12)Cc1ccccc1	-1.8	-10	-8	-0.1
COc1ccc(Cn2c(O)c(C=NCCCN3CCOCC3)c3ccccc3c2=O)cc1	-1.0	-9	6	-0.1
O=C1CCN(C(=O)c2ccc(COc3ccccc3)cc2)CC1	-0.7	-40	-3	0.0
CCOCCOC(=O)C1=C(C)NC(=O)NC1c1ccc(CC)cc1 (stereo unspecified)	0.2	1	-171	0.1
O=C(O)CN(c1ccc2c(c1)OCCO2)S(=O)(=O)c1ccccc1	-0.7	5	16	0.2
COc1cccc(/C=C/C(=O)Nc2ccc3[nH]c(=O)[nH]c3c2)c1	-0.9	-1	16	-0.2
COc1cc2cc(C#N)c(SCC(=O)Nc3ccc4c(c3)OCO4)nc2cc1OC	0.4	-2	-7	-0.1
CN(c1ccc(C(=O)NCC(O)c2ccccc2)cc1)S(=O)(=O)c1ccccc1 (stereo unspecified)	-0.5	-2	14	0.3
c1ccc(CN2CCC(Nc3nc(Nc4ccncn4)nc4nc[nH]c34)CC2)cc1	4.9	1	9	0.0
C=CCN1C(=O)C(O)(CC(=O)c2ccc3ccccc3c2)c2ccccc21 (stereo unspecified)	-0.9	0	7	0.2
CCOC(=O)c1ccc(N2C3=C(C(=O)CC(C)(C)C3)C(c3ccccc3C)C3=C2CC(C)(C)CC3=O)cc1	-0.4	4	-5	0.1
COc1cc(S(=O)(=O)NCCc2ccccc2)ccc1-n1cnnn1	-0.7	-12	-4	-0.1
CCN(CC)C(=O)C1CCCN(c2nc(NCCc3ccc(OC)cc3)c3ncn(C(C)C)c3n2)C1 (stereo unspecified)	0.8	8	15	-0.1
O=C(NC(c1ccccc1)c1ccccc1)c1ccc(=O)[nH]c1	0.7	2	8	-0.1
CC1(C)Cc2ccccc2/C(=C(\C#N)c2ccccc2)N1	0.3	-6	-9	-0.5
Clc1ccc(C2=NN(c3cccc(Cl)c3)C(c3ccc(Br)cc3)C2)cc1 (stereo unspecified)	1.1	-6	-15	0.2
COc1cccn2c(C(=O)NCc3ccc(Cl)nc3)c(C(F)(F)F)nc12	1.4	-7	7	0.4
NC(=O)CN1C2CCC1CC(NC(=O)Nc1ccccc1)C2 (stereo unspecified)	1.5	3	15	0.1
C/C(=N\NC(=O)c1ccc(NS(=O)(=O)c2cccs2)cc1)c1ccc(O)cc1O	-1.2	-7	-2	0.6
O=S(=O)(c1ccc(F)cc1)N1CCN(Cc2ccc(F)cc2)CC1	0.1	-2	-7	-0.1
Cc1ccc(-n2cc(-c3ccccc3)c3c(N4CCC5(CC4)OCCO5)ncnc32)cc1Cl	-0.6	5	-2	-0.3
Cc1cccc(C(=O)Nc2nnc(S(=O)(=O)N3CCCc4ccccc43)s2)c1	2.5	-1	-13	-0.2
O=C(OCc1ccc([N+](=O)[O-])cc1)C1CC(=O)N(c2ccc(Cl)cc2)C1 (stereo unspecified)	-0.1	4	14	0.0
N#C/C(=C(/O)COC(=O)CCc1nc2ccccc2s1)c1nc2ccccc2[nH]1	-1.0	12	-6	-0.3
O=C(Oc1ccccc1Br)c1cc([N+](=O)[O-])cc([N+](=O)[O-])c1	0.7	5	8	0.0
CC(C)CC(=O)Nc1ccnn1C1CCN(Cc2ccc(C#Cc3cncnc3)cc2)CC1	-0.1	8	7	0.2
Cc1occc1C(=O)Nc1nc2ccc(Cl)cc2s1	-8.0	-28	2	-0.5
OCC1(CCOc2ccccc2)CCN(Cc2cccn2-c2ncccn2)CC1	1.4	1	16	0.0
O=C(NCc1ccccn1)c1csc(Nc2cccc(Cl)c2)n1	0.2	9	7	-0.3
Cc1cn[nH]c1C1CCCN(Cc2ccco2)C1 (stereo unspecified)	-0.7	14	7	0.4
CCC(C)NC(=O)CN(c1ccc(F)cc1)S(=O)(=O)c1ccc(C)cc1 (stereo unspecified)	1.5	4	-5	0.0
O=C(N/N=C/c1cccc(O)c1)c1cccnc1	5.8*	-1	6	-0.1
CS(=O)(=O)N(CC(=O)Nc1ccc(I)cc1)C1CCCCC1	0.4	-2	-3	0.1
Cc1ccc(C(=O)N/C(=C\c2ccc(-c3ccc([N+](=O)[O-])cc3)o2)C(=O)NCCO)cc1	2.2	14	8	0.7
O=C(c1ccc2nc3ccc(Cl)cc3c(=O)n2c1)N1CCN(c2ncccn2)CC1	-0.8	0	8	0.2
N#Cc1ccc(C(=O)Nn2cnnc2)cc1	-0.2	5	7	0.0
CCOC(=O)c1cnc2n[nH]c(C)c2c1NCc1ccc(OC)cc1	4.2	1	14	0.2
CCc1ccc(NS(=O)(=O)c2ccc3c(c2)OCC(=O)N3)cc1	0.0	7	8	0.6
COc1ccc(NC2=C(C(C)=O)C(c3ccc4c(c3)OCO4)C(C(C)=O)C(C)(O)C2)cc1 (stereo unspecified)	1.3	1	-6	0.1
O=S(=O)(c1ccccc1)N1CC2c3ccccc3CCN2C1c1ccccc1 (stereo unspecified)	-1.7	1	-4	-0.1
CC1CC(NC(=O)c2ccc(Br)cc2)CC(C)(C)C1 (stereo unspecified)	0.4	-9	-13	-0.2
O=C(CNC(=O)c1ccco1)NCC(=O)OCc1c(F)cccc1Cl	-1.7	11	-16	0.1
CCN(CC)CC(O)COc1ccc2c(c1)c(C(C)=O)c(C)n2-c1ccccc1 (stereo unspecified)	-1.1	8	5	-0.1

Taken from above, 3 compounds:
SMILES	GPR151 ag	TEAD-YAP block	MITF primary	FBW7 activator
O=S(=O)(c1ccccc1)N1CC2c3ccccc3CCN2C1c1ccccc1 (stereo unspecified)	-1.7	1	-4	-0.1
CC1CC(NC(=O)c2ccc(Br)cc2)CC(C)(C)C1 (stereo unspecified)	0.4	-9	-13	-0.2
O=C(CNC(=O)c1ccco1)NCC(=O)OCc1c(F)cccc1Cl	-1.7	11	-16	0.1

Continued.
SMILES	GPR151 ag	TEAD-YAP block	MITF primary	FBW7 activator
COc1ccccc1NC(=O)c1ccc2c(c1)C(=O)N(C)C2=O	-0.1	4	-5	0.0
CCN1C(=O)c2cccc3c(NC(=O)c4cc(Cl)ccc4[N+](=O)[O-])ccc1c23	0.6	0	6	0.0
C=CCNC(=O)c1cc([N+](=O)[O-])c(C)c([N+](=O)[O-])c1	2.5	8	12	0.0
O=C1CC(NC2CC2)C(=O)N1c1ccc(Cl)cc1 (stereo unspecified)	1.6	-3	-2	-0.1
Cc1cc(C)cc(CC2CC(=O)N(c3nc(C)cc(C)n3)C2=O)c1 (stereo unspecified)	0.1	2	2	0.0
CSc1cc(C(=O)c2ccccc2O)cn2c(=O)c3c4c(sc3nc12)CCCC4	-0.5	5	-5	0.1
CC(C)C(=O)N1CCN(c2ccccc2NC(=O)c2ccccc2Cl)CC1	0.3	-4	-4	0.0
O=C(O)COc1cccc(/C=C/[N+](=O)[O-])c1	-1.9	6	13	-0.2
CC(=O)NC(c1ccco1)c1cc(Cl)c2cccnc2c1O (stereo unspecified)	15*	32	76*	-0.4
N#CC1=C(N2CCCCC2)c2ccc(-c3ccccc3)n2C1=O	0.1	-59	7	-0.3
COc1ccc(Cl)cc1N/C=C1/CCCCC1=O	-1.2	-8	19	0.8
CN(C)c1ccc(C2=Nc3cccc4cccc(c34)N2)cc1	-0.4	-8	20	-0.2
CCc1c(-c2ccccc2)n(Cc2ccccc2)c2nc3c(c(=O)n(C)c(=O)n3C)n12	0.1	0	5	0.1
O=C(CCn1c(SCc2ccccc2Cl)nc2ccccc2c1=O)N1CCCCC1	0.7	-9	0	-0.3
C/C(=N\OCCOc1ccccc1Cl)c1ccc2c(c1)OCCO2	-0.9	-9	-6	-0.2

A different layout for some results above.
Molecule,GPR151 ag,TEAD-YAP block,MITF primary,FBW7 activator
COc1ccc(NC2=C(C(C)=O)C(c3ccc4c(c3)OCO4)C(C(C)=O)C(C)(O)C2)cc1 (stereo unspecified),1.3,1,-6,0.1
O=S(=O)(c1ccccc1)N1CC2c3ccccc3CCN2C1c1ccccc1 (stereo unspecified),-1.7,1,-4,-0.1
CC1CC(NC(=O)c2ccc(Br)cc2)CC(C)(C)C1 (stereo unspecified),0.4,-9,-13,-0.2
O=C(CNC(=O)c1ccco1)NCC(=O)OCc1c(F)cccc1Cl,-1.7,11,-16,0.1
CCN(CC)CC(O)COc1ccc2c(c1)c(C(C)=O)c(C)n2-c1ccccc1 (stereo unspecified),-1.1,8,5,-0.1
COc1ccccc1NC(=O)c1ccc2c(c1)C(=O)N(C)C2=O,-0.1,4,-5,0.0
CCN1C(=O)c2cccc3c(NC(=O)c4cc(Cl)ccc4[N+](=O)[O-])ccc1c23,0.6,0,6,0.0
C=CCNC(=O)c1cc([N+](=O)[O-])c(C)c([N+](=O)[O-])c1,2.5,8,12,0.0
O=C1CC(NC2CC2)C(=O)N1c1ccc(Cl)cc1 (stereo unspecified),1.6,-3,-2,-0.1
Cc1cc(C)cc(CC2CC(=O)N(c3nc(C)cc(C)n3)C2=O)c1 (stereo unspecified),0.1,2,2,0.0
CSc1cc(C(=O)c2ccccc2O)cn2c(=O)c3c4c(sc3nc12)CCCC4,-0.5,5,-5,0.1
CC(C)C(=O)N1CCN(c2ccccc2NC(=O)c2ccccc2Cl)CC1,0.3,-4,-4,0.0
O=C(O)COc1cccc(/C=C/[N+](=O)[O-])c1,-1.9,6,13,-0.2
CC(=O)NC(c1ccco1)c1cc(Cl)c2cccnc2c1O (stereo unspecified),15*,32,76*,-0.4
N#CC1=C(N2CCCCC2)c2ccc(-c3ccccc3)n2C1=O,0.1,-59,7,-0.3
COc1ccc(Cl)cc1N/C=C1/CCCCC1=O,-1.2,-8,19,0.8
CN(C)c1ccc(C2=Nc3cccc4cccc(c34)N2)cc1,-0.4,-8,20,-0.2

Further results follow.
SMILES	GPR151 ag	TEAD-YAP block	MITF primary	FBW7 activator
Cc1oc2ccc(OCC(=O)OCc3ccccc3)cc2c1C(=O)OC(C)C	-0.2	2	3	0.2
O=C(CSc1nc2ccccc2c(=O)n1CCc1ccccc1)NCc1ccco1	4.9	-20	-1	0.0
N#CCn1c(-c2ccccc2Cl)nc2ccccc2c1=O	-0.2	-39	-12	-0.1
O=C(O)CCCC(=O)Nc1cccc(C(=O)Nc2ccccc2C(=O)O)c1	-0.6	-5	7	-0.2
O=C1CSC(=Nc2cccc([N+](=O)[O-])c2)N1	0.1	3	6	0.3
Cc1ccc(CNc2ccc(CNc3ncn[nH]3)cc2)cc1	0.3	4	27	0.1
O=C(CSCc1cccc(F)c1)N1CCN(c2ccccc2F)CC1	-0.2	-58	10	-0.1
Cc1cc(C)n2nc(C(=O)Nc3nccs3)nc2n1	0.7	-62	6	-0.4
CCN1CCCC1CNc1nc(C)nc2sc(C)cc12 (stereo unspecified)	-0.4	9	12	0.2
O=C(O)CN1C(=O)C(=O)/C(=C(\O)c2ccc(Br)cc2)C1c1ccccc1 (stereo unspecified)	-0.6	-2	-7	-0.1
COc1ccccc1NC(=O)C1=C(C)NC(SCC(=O)Nc2nccs2)=C(C#N)C1c1ccco1 (stereo unspecified)	-0.7	0	-1	0.0
CCCCN(CC)S(=O)(=O)c1ccc(F)c(C(=O)Nc2ccc(C)c(C)c2)c1	2.1	-11	-6	-0.2
O=C(Cc1ccccc1)Nc1cc(C(F)(F)F)ccc1F	-0.7	-11	3	-0.1
CCCNC(=O)c1cc2sc(C)cc2n1C	-1.4	-30	3	0.1
COC(=O)c1ccc(-c2ccco2)n1CC(=O)c1ccccc1	-2.2	-3	15	0.5
CCN(CC)C(=O)C(NC(=O)c1ccc([N+](=O)[O-])cc1)C12CC3CC(CC(C3)C1)C2 (stereo unspecified)	-1.4	-5	15	0.1
CCC(c1nnnn1C1CCCCC1)N1CCN(CC)CC1 (stereo unspecified)	-0.3	5	-3	0.0
O=C(NC1CC1)c1ccc(-c2ccc(C(=O)NCCc3ccc(O)cc3)s2)cc1	-8.8	-7	-12	0.1

Compound activity as filed in PubChem BioAssay.
